PfHsp40 yeast = restores yeast growth despite PfHsp40 toxicity; S. cerevisiae expressing PfHsp40, growth rescue, ATP luminescence; growth rescue, % at 12.5 µM; actives 0.68% (n = 340,000); AID 504582; in the data active = growth rescue above about 28%, passing the limit was not always enough; inconclusive = no clear call, values can overlap the other calls;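 note: yeast W303a lacking pdr1 and pdr3 grown in galactose medium; growth measured after three days at 30 °C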
Anthrax LF prot = inhibitors of Bacillus anthracis lethal factor protease | multiplex microsphere protease cleavage assay, LF | inhibition, % at 10 µM | P15917 | actives 0.12% (n = 360,000); note: plate controls were buffer without enzyme for full effect and enzyme alone for no effect
Target sequence (P15917 whole entry, looked up): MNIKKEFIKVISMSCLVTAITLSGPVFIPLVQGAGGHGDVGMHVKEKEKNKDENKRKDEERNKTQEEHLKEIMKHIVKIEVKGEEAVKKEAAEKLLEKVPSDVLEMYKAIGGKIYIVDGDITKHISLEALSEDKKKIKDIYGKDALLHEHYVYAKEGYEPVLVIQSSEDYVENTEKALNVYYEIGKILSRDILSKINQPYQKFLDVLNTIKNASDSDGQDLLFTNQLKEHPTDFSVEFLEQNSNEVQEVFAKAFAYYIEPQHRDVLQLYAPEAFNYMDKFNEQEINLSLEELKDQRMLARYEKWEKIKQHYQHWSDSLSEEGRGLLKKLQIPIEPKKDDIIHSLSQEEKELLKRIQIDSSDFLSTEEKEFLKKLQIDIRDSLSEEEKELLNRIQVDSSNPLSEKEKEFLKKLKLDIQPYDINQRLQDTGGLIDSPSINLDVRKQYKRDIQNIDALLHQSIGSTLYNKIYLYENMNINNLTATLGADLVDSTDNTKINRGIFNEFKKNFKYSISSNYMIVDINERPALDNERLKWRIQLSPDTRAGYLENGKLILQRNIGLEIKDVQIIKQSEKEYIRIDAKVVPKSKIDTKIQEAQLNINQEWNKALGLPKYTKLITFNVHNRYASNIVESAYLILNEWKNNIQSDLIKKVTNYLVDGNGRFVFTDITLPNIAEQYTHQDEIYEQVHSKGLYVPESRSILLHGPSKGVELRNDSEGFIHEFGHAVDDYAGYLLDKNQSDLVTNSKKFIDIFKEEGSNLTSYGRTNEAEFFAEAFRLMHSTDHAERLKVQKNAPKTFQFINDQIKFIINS
CCHFV vOTU inh = blocks the CCHF virus ovarian tumor domain protease | CCHFV vOTU protease, Pep-AMC fluorescence | inhibition, % at 11.5 µM | actives 0.55% (n = 370,000); in the data active = inhibition above about 30%; note: 0% = vehicle wells with enzyme and 100% = no enzyme wells
SARS 3CLpro inh = SARS-CoV 3CLpro protease inhibition | P0C6X7 | recombinant SARS-CoV 3CLpro, quenched FRET peptide cleavage | inhibition, % at 6 µM | actives 0.14% (n = 290,000) | AID 1706; in the data active = inhibition above about 12%
PriA SSB inh = K. pneumoniae PriA-SSBct interaction inhibition; AlphaScreen SSBct-PriA binding, biotinylated peptide; inhibition, % at 33 µM; actives 0.6% (n = 430,000); AID 1272365; in the data active = inhibition mostly above about 37%, no sharp cut-off; inactive = mostly below about 20%;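 note: plate controls were negative control peptide for no effect and reference peptide for full effect; strong numbers were not always called active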
TcdB GH inh = blocks C. difficile toxin B glycohydrolase activity; TcdB glycohydrolase enzymatic assay, plate reader; AID 652162; actives 0.24% (n = 350,000); inhibition, % at 9.99 µM; in the data active = inhibition above about 10%
BoNT A protease = blocks Botulinum neurotoxin A light chain protease. multiplex microsphere protease substrate cleavage, flow cytometry. inhibition, % at 10 µM. actives 0.17% (n = 360,000). AID 588499; note: plate controls were buffer without enzyme for full effect and enzyme alone for no effect
VHR inh abs = blocks human VHR1 dual specificity phosphatase; P51452; recombinant VHR phosphatase, pNPP absorbance; inhibition, % at 13.3 µM; actives 0.52% (n = 290,000); AID 1654; in the data active = inhibition above about 50%; note: some compounds called inactive have numbers as strong as hits
Target sequence (P51452 whole entry, looked up): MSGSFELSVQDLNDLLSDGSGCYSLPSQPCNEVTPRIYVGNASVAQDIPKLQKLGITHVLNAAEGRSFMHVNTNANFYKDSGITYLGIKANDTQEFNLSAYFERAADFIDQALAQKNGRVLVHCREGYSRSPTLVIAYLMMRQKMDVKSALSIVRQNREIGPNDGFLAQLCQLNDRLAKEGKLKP
Vc quorum ag = quorum light induction in luxS cqsA deficient V. cholerae. V. cholerae BH1578 lux reporter, luminescence, 6 h. activation, % at 18.7 µM. actives 0.16% (n = 350,000); in the data active = activation mostly above about 9.7%, no sharp cut-off; inconclusive = no clear call, values can overlap the other calls; inactive = mostly below about 3.7%; note: not every result past the cut was called active; inactives centre near 0; reference of the scale not given here
Yp Topo-I inh = blocks Yersinia pestis topoisomerase I activity. Y. pestis Topo-I cleavage product accumulation, plate reader. activity, % at 10 µM. actives 0.064% (n = 360,000). AID 504884; in the data active = activity above about 50%, passing the limit was not always enough; inconclusive = no clear call, values can overlap the other calls; note: inactives centre near 2
* marks the source's active call; other numbers are inactive results; i = inactive; ? = inconclusive; . = no result given; & = joins results of further samples; ! = not confirmed by another sample. Cut-off read from the data, not from the text of the source, unless noted: active = inhibition above about 30%; inconclusive = no clear call, values can overlap the other calls; inactive = below that. These rows are one share of the data; count on the stated rates, not on these rows.

cpd	canonical_smiles	SARS 3CLpro inh	Vc quorum ag	VHR inh abs	PfHsp40 yeast	Yp Topo-I inh	Anthrax LF prot	TcdB GH inh	BoNT A protease	CCHFV vOTU inh	PriA SSB inh
1	Cc1cccc(NC(=O)COC(=O)c2cc(C)oc2C)c1	2.3	-0.6	6.3	-0.4	11.2	-4.7	-1.6	-2.8	-4.7	-2.5
2	O=C1c2ccccc2NC(c2ccco2)N1/N=C/c1ccco1 (configuration not stated)	2.3	-0.4	35.6	0.7	-0.3	-1.6	-0.4	-0.1	3.2	.
3	NS(=O)(=O)c1ccc(NC(=O)NC2CC(=O)N(c3ccc4c(c3)OCCO4)C2)cc1 (configuration not stated)	.	12.1	.	-0.7	-1.2	2.3	0.1	-1.2	-7.9	-5.6
4	CCCCNC(=O)C1CC(=O)N(C2CCCCC2)C1 (configuration not stated)	4.9	-1.5	17.8	0.1	-9.0	1.8	.	0.6	-4.3	-3.1
5	CC(C)(C)c1ccc(CCC2OCC(C[N+]3(C)CCOCC3)O2)cc1 (configuration not stated)	2.6	0.2	12.5	-0.2	-10.9	-8.1	-0.6	-0.2	3.7	7.3
6	C#CCNC(=O)C1=C[C@@H](c2ccc(Br)cc2)C[C@@H](OCCCCO)O1	-1.5	i	-1.6	-0.3	5.9	-4.3	0.0	0.7	-1.7	-2.8
7	Cc1ccccc1NS(=O)(=O)c1cc(C(=O)NCCC2=CCCCC2)ccc1Cl	1.7	-0.4	-2.0	0.0	23.4	1.7	.	0.2	4.6	15.5
8	Cc1ccc(-c2nnc(SCC(=O)NC3CCCC3)n2N)cc1	.	i	.	-0.8	-6.5	-6.9	-6.2	0.3	-5.0	-6.1
9	CC1CCN(CCOCCSc2ccc(Cl)cc2)CC1	-1.0	-0.5	20.4	1.1	3.2	0.9	1.6	-0.8	-3.9	-0.6
10	C=C(C)COc1ccc(-c2nc(N)ncc2-c2ccc(OC)c(OC)c2)c(O)c1	1.0	-8.3	33.4	-0.9	1.3	-12.4	-0.5	1.4	13.7	7.2
11	O=C(CNC(=O)c1ccccc1)N/N=C/c1cn[nH]c1-c1ccccc1	-4.4	i	-1.7	0.3	-10.4	-0.9	.	-0.6	6.2	.
12	Clc1ccc(COC(Cn2ccnc2)c2ccc(Cl)cc2Cl)c(Cl)c1 (configuration not stated)	-0.2	i	8.6	91.2*	59.6*!	-9.7&-11.7	1.2&0.9	-0.6&-2.0	5.4&7.8	17.7

Going on with the list.
cpd	canonical_smiles	SARS 3CLpro inh	Vc quorum ag	VHR inh abs	PfHsp40 yeast	Yp Topo-I inh	Anthrax LF prot	TcdB GH inh	BoNT A protease	CCHFV vOTU inh	PriA SSB inh
13	Cn1c(=O)oc2cc(S(=O)(=O)N3CCCC(C(=O)N4CCc5ccccc5C4)C3)ccc21 (configuration not stated)	-0.1	-0.2	16.6	-0.3	37.2	-0.5	0.2	0.1	0.1	-2.1
14	Cc1cccc(OCC2Cn3c(nc4c3c(=O)[nH]c(=O)n4C)O2)c1 (configuration not stated)	1.3	-0.7	8.8	-1.2	3.2	2.5	0.1	4.4	-14.7	1.9
15	CCOC(=O)C1CCN(C(=O)C2CCC(=O)N(CC3CCCCC3)C2)CC1 (configuration not stated)	7.4	-1.2	1.8	0.2	-8.0	-1.4	0.7	-3.0	-13.8	16.0
16	COc1ccc2c(CCNC(=O)c3ccc([N+](=O)[O-])cc3)c[nH]c2c1	0.5	4.2	2.0	0.8	-6.5	-2.7	0.9	-0.5	-8.4	15.7
17	Cc1cc(Br)cc(Cl)c1OC(=O)c1ccncc1	8.7	-0.3	7.4	-0.9	15.5	2.5	0.0	0.8	21.6	-6.6
18	CC1(C(=O)O)CCCN(C(=O)c2ccc3c(c2)C(C)(C)CCC3(C)C)C1 (configuration not stated)	.	i	.	.	-7.1	1.9	1.0	-0.4	10.7	.
19	O=c1ccc2ccccc2o1	3.6	i	16.3	-0.4	0.1	-2.0	0.1	-0.4	0.9	-14.0
20	CCOC(=O)c1cc2c(nc1NC(=S)Nc1ccccc1)CC(C)(CC)OC2 (configuration not stated)	-2.4	i	37.3	0.5	-1.5	0.2	-7.3	0.6	8.7	5.0
21	COc1cccc(-n2c(SCC#N)nnc2-c2cnccn2)c1	-3.0	-1.4	10.4	0.9	-2.1	-7.6	2.2	2.6	-10.6	-0.1
22	O=C(Nc1ncc(Cc2ccc(C(F)(F)F)cc2)s1)c1ccc(-c2cccc([N+](=O)[O-])c2)o1	3.8	-0.3	9.1	-1.0	-17.2	-0.5	.	0.4	-11.2	2.8
23	Nc1nc(-c2nonc2N)no1	-1.7	0.7	12.9	-1.3	-10.4	-3.7	1.0	-0.9	-4.5	-16.2
24	COc1ccc(C2(C)NC(=O)N(CC(=O)Nc3cccnc3Cl)C2=O)cc1 (configuration not stated)	1.4	i	-8.7	-0.3	-2.1	1.9	0.0	-0.5	4.0	-6.3

Later entries.
cpd	canonical_smiles	SARS 3CLpro inh	Vc quorum ag	VHR inh abs	PfHsp40 yeast	Yp Topo-I inh	Anthrax LF prot	TcdB GH inh	BoNT A protease	CCHFV vOTU inh	PriA SSB inh
25	CCOC(=O)c1c(C)[nH]c(C(=O)N/N=C/c2cc([N+](=O)[O-])ccc2O)c1C	5.7	-0.2	10.2	-1.5	-5.3	-1.8	1.1	-0.6	15.0	.
26	O=C(Nc1ccccc1O)c1ccc2c(c1)C(=O)N(c1ccccc1)C2=O	1.6	-0.6	3.6	-1.0	7.4	0.9	0.7	1.1	3.2	-8.2
27	CC(Sc1nc2nn(-c3ccccc3)c(=O)c-2c2n1CCCCC2)C(N)=O (configuration not stated)	-0.5	i	2.0	0.3	5.2	-5.5	.	0.6	1.1	-6.6
28	Cc1nn(CC(C)C)c(Cl)c1C(=O)NC1CCCC1	.	-0.7	.	.	-5.4	-10.9	0.7	-0.6	-3.9	.
29	Cc1cc2nnc(SCC(=O)NCc3cccs3)n2c(N)n1	-3.0	-0.4	-10.1	-0.3	-7.2	-0.1	.	0.6	7.3	-0.8
30	C/C(=N\O)c1ccc2c3ccccc3n(C)c2c1	0.9	i	-8.9	-0.2	1.3	-4.1	.	?	-21.5	.
31	COC(=O)CCC(=O)Nc1ccccc1C(=O)Nc1ccccc1	2.9	i	11.3	-0.7	-8.2	-0.1	.	-1.2	-6.8	-15.8
32	CCn1c(SCC(=O)Nc2ccccc2N2CCOCC2)nnc1-c1ccccc1O	5.7	i	-1.5	-1.0	7.3	-1.7	.	0.2	4.5	-0.3
33	O=C(CNC1CCCCC1)Nc1cccc([N+](=O)[O-])c1	.	-0.5	.	0.2	4.5	-3.6	-0.1	-1.9	-4.7	3.2
34	CCOC(=O)c1c(NC(=O)COc2ncnc3sccc23)sc2c1CCC2	3.4	-0.3	21.9	0.1	9.9	-3.1	.	0.0	-1.6	-8.6
35	CCOC(=O)C1C(=O)N(O)CC1c1cccc(Oc2ccccc2)c1 (configuration not stated)	3.7	i	-6.4	1.4	6.5	-2.6	2.0	-0.1	11.1	3.5
36	COc1ccccc1C(=O)NC(=S)Nc1ccccc1N1CCCC1	-0.7	-0.1	-1.5	-0.9	2.7	0.0	-0.1	0.7	40.5*	.

The listing continues.
cpd	canonical_smiles	SARS 3CLpro inh	Vc quorum ag	VHR inh abs	PfHsp40 yeast	Yp Topo-I inh	Anthrax LF prot	TcdB GH inh	BoNT A protease	CCHFV vOTU inh	PriA SSB inh
37	CC(C)C(C)N(Cc1cccc(C(=O)O)c1)C(=O)c1ccc2ccccc2n1 (configuration not stated)	.	-1.1	.	.	4.7	-12.3	5.8	-6.8	-4.4	0.4
38	CCOc1cccc(CNc2ccc(O)cc2)c1OCc1ccc(Cl)cc1	2.6	i	9.1	0.0	11.2	-2.9	.	-0.3	31.0*	0.9
39	CCc1cc2c(=O)n3c(nc2s1)-c1[nH]c2ccc(OC)cc2c1CC3	-2.7	i	-7.9	-2.3	-0.5	-2.1	1.6	1.8	-5.2	-4.5
40	CCc1nnc(NC(=O)CCC(=O)NC2CC2)s1	0.1	-0.3	-22.3	-0.9	1.6	-2.0	-0.7	0.4	6.2	-17.0
41	Cc1cccnc1NC(=O)c1cccc(S(=O)(=O)N2CCN(c3ccc(F)cc3)CC2)c1	0.9	-0.2	17.9	1.0	13.4	-1.3	-0.1	2.5	-6.2	2.5
42	Cc1noc(/C=C/c2ccco2)c1S(=O)(=O)N1CCC(C(=O)NC(C)c2ccccc2)CC1 (configuration not stated)	-0.1	-0.2	50.0*	-0.8	44.4	-6.8	0.5	-0.3	12.2	-8.4
43	O=C(Cc1ccc(NC(=O)C2CCN(C(=O)CCc3ccccc3)CC2)cc1)Nc1ccc(C(=O)N2CCOCC2)cc1	.	i	.	0.7	13.6	-4.3	0.3	0.3	-7.2	-10.0
44	COc1ccc(C)cc1NC(=O)c1ccc2c(SCC(=O)O)c3c(nc2c1)CCCC3	4.8	-0.4	-3.1	-0.3	19.3	1.7	-0.2	-3.0	-3.3	-4.3
45	COc1ccc(C(CNC(=O)COc2cccc(C(F)(F)F)c2)N2CCCC2)cc1 (configuration not stated)	.	0.2	.	-0.7	1.1	6.2	3.4	-0.7	-5.5	0.9
46	CCOc1cc(CN2CCN(C(=O)c3ccco3)CC2)ccc1OC	-4.1	.	5.6	0.1	3.4	-5.8	-0.8	-0.1	-2.8	1.7
47	Cc1nc(-c2ccc(NC(=O)c3ccc(Br)o3)cc2)cs1	-0.2	-0.8	-4.9	-2.2	4.5	-3.2	0.6	-0.2	-4.0	-12.0
48	Cc1ccc(NS(=O)(=O)N2CCOCC2)c(C)c1	-0.8	i	5.9	0.1	0.9	-2.8	1.0	1.6	8.3	-1.7

Three entries from above, with values under each structure.
Screens in order: SARS 3CLpro inh	Vc quorum ag	VHR inh abs	PfHsp40 yeast	Yp Topo-I inh	Anthrax LF prot	TcdB GH inh	BoNT A protease	CCHFV vOTU inh	PriA SSB inh
48: Cc1ccc(NS(=O)(=O)N2CCOCC2)c(C)c1
 : -0.8	i	5.9	0.1	0.9	-2.8	1.0	1.6	8.3	-1.7
15: CCOC(=O)C1CCN(C(=O)C2CCC(=O)N(CC3CCCCC3)C2)CC1 (configuration not stated)
 : 7.4	-1.2	1.8	0.2	-8.0	-1.4	0.7	-3.0	-13.8	16.0
28: Cc1nn(CC(C)C)c(Cl)c1C(=O)NC1CCCC1
 : .	-0.7	.	.	-5.4	-10.9	0.7	-0.6	-3.9	.

(cont.)
cpd	canonical_smiles	SARS 3CLpro inh	Vc quorum ag	VHR inh abs	PfHsp40 yeast	Yp Topo-I inh	Anthrax LF prot	TcdB GH inh	BoNT A protease	CCHFV vOTU inh	PriA SSB inh
49	Cc1ccc(OCC(=O)NNC(=O)C2CCN(c3ncccn3)CC2)cc1	-6.5	-0.4	9.6	0.5	2.1	-4.2	.	-1.3	-5.5	3.4
50	CC(C)(C)NC(=O)C(c1ccc(F)cc1)N(C(=O)CCC(=O)Nc1ccccn1)C1CCCC1 (configuration not stated)	-1.4	-3.3	12.5	0.6	5.5	-5.3	0.2	0.1	2.9	-9.4
51	CCOC(=O)c1c(C)nc(-c2ccccc2)nc1NC(C)=O	1.6	-3.3	8.4	0.4	0.9	-1.3	.	0.0	2.8	-12.2
52	Cc1cc(C)nc(Oc2ccc([N+](=O)[O-])cc2)n1	4.1	-0.6	12.4	-1.0	-13.4	4.5	-7.8	-0.7	7.7	2.4

From PubChem
